# RNase H inhibition: RNase H inhibition, HIV 1 Gag Pol polyprotein, FRET biochemical assay, screening (AID 372) | inhibition, % at 10 µM; hits with a dose series show IC50 in µM | actives 0.77% (n = 100,000) | HIV-1 RT RNase H, FRET RNA/DNA substrate fluorescence; higher % means a stronger effect; in the data active = inhibition above about 50%
# An asterisk follows results filed as active. A portion of the library; count on the stated rates, not on these rows.
SMILES,RNase H inhibition
Nc1nonc1C(=O)N/N=C/c1cc(Cl)cc(Cl)c1O,0.0%
CCOc1ccccc1C(=O)Nc1ccccc1OC,11.0%
CC(=O)c1cccc(NC(=O)c2ccc(CN3CCc4ccccc4C3)cc2)c1,15.0%
CCOC(=O)c1sc(NC(=O)COc2c(C)cccc2C)c(C(=O)OCC)c1C,11.0%
COc1ccccc1-n1c(-c2ccc(Br)cc2)csc1=NC(=O)c1ccccc1,35.0%
COc1ccc(N2C(=O)/C(=C/c3ccc(O)c(OC)c3)SC2=S)cc1,26.0%
Cc1ccc(C(=O)NC(=S)Nc2ccc3oc(-c4ccc(F)cc4Cl)nc3c2)cc1C,18.0%
Cc1cc(/C=C2\C(=O)N(C)C(=S)N(c3ccccc3)C2=O)c(C)n1-c1ccc2c(c1)OCO2,13.0%
Cc1cc(/C=C2/NC(=O)NC2=O)c(C)n1-c1cccc(C(F)(F)F)c1,28.0%
Cc1cc(Br)ccc1N1C(=O)/C(=C/c2ccc(N(C)C)cc2)C(=O)NC1=S,21.0%

# (more compounds)
SMILES,RNase H inhibition
CCC(CC)C(=O)Nc1cccc(F)c1,5.0%
CCOc1ccc(-c2nc3c(c(Cc4ccccc4)nn3-c3ccccc3)c3cc(OC)c(OC)cc23)cc1OCC,22.0%
CCOC(=O)c1cccc(-n2c(C)cc(/C=C3/SC(=O)NC3=O)c2C)c1,40.0%
CN1CCN(C(=O)CCN2C(=O)c3cccc4cccc(c34)C2=O)CC1,0.0%
Cc1ccc(CSCCNC(=O)CSc2ccc(C)cc2)cc1,38.0%
CC1=C(C(=O)Nc2ccccc2C)C(c2ccccc2O)NC(=S)N1 (stereo not drawn),4.0%
COc1ccccc1OCc1cc(C(=O)O)oc1C,10.0%
CCOc1cc(C(=O)Nc2cccc(NC(=O)c3cccc(Cl)c3)c2)cc(OCC)c1OCC,17.0%
CCc1ccc2oc(-c3ccc(C)c(NC(=S)NC(=O)c4ccc(C)c(C)c4)c3)nc2c1,6.0%
COc1ccc(N(CC(=O)Nc2ccc(C(C)C)cc2)S(C)(=O)=O)cc1Cl,13.0%

# Other records.
SMILES,RNase H inhibition
CS(=O)(=O)N(Cc1ccc(Cl)cc1)c1ccc(C(=O)Nc2cccc(C(F)(F)F)c2)cc1,1.0%
Cc1cc(OCC(=O)O/N=C(\N)Cc2ccc([N+](=O)[O-])cc2)cc(C)c1Cl,28.0%
CCOC(=O)c1cnc2c(C)c(Cl)ccc2c1N(C)Cc1ccccc1,22.0%
C(=C\c1ccccc1)/CSc1nnc(-c2ccncc2)n1-c1ccccc1,5.0%
C=CCc1cccc2cc(C(=O)Nc3ccc(CC)cc3)c(=O)oc12,18.0%
COC(=O)C(NC(C)=O)C12CC3CC(CC(C3)C1)C2 (stereo not drawn),0.0%
Cc1ccc(NC(=O)/C(=C\c2ccccc2)NC(=O)c2ccccc2I)cc1,9.0%
COc1ccc(-c2nc3cc(NC(=O)c4cccc(Cl)c4Cl)ccc3o2)cc1Cl,10.0%
C/C(=N\Nc1cc(-n2cc(C)cn2)ncn1)c1ccc(O)c(C)c1,3.0%
COc1ccc(CNC(=O)CSc2nc3ccccc3[nH]2)cc1,3.0%

# Five structures out of the list, ordered by SMILES length, descending.
SMILES,RNase H inhibition
CS(=O)(=O)N(Cc1ccc(Cl)cc1)c1ccc(C(=O)Nc2cccc(C(F)(F)F)c2)cc1,1.0%
Cc1cc(OCC(=O)O/N=C(\N)Cc2ccc([N+](=O)[O-])cc2)cc(C)c1Cl,28.0%
C/C(=N\Nc1cc(-n2cc(C)cn2)ncn1)c1ccc(O)c(C)c1,3.0%
C=CCc1cccc2cc(C(=O)Nc3ccc(CC)cc3)c(=O)oc12,18.0%
COC(=O)C(NC(C)=O)C12CC3CC(CC(C3)C1)C2 (stereo not drawn),0.0%

# Next part
SMILES,RNase H inhibition
Cc1ccc(-c2nc3cc(Cl)ccc3o2)cc1NC(=O)c1cc([N+](=O)[O-])ccc1Cl,0.0%
C(/C=C/c1ccccc1)=Nc1ccc(-c2nc3ccc(N=C/C=C\c4ccccc4)cc3[nH]2)cc1,25.0%
O=C(c1ccc(F)cc1)c1ccc2c(c1)CCCO2,9.0%
Cc1ccccc1N=Cc1c(O)n(Cc2ccccc2)c(=O)[nH]c1=O,57.0%*
CCOc1ccc(NC(=S)NC(=O)c2cccs2)c([N+](=O)[O-])c1,14.0%
CC1CCN(CC(O)COc2ccccc2C(C)(C)C)CC1 (stereo not drawn),13.0%
COC(=O)C1=C(C)N=c2s/c(=C\c3ccc(Cl)cc3Cl)c(=O)n2C1c1ccc(OC)cc1 (stereo not drawn),7.0%
O=C1OC(/C=C/c2ccccc2)=NC/1=C/c1cccc([N+](=O)[O-])c1,4.0%
COC(=O)c1c(C)oc2cc(Br)c(OC)cc12,0.0%
O=C(c1ccc([N+](=O)[O-])cc1Cl)N1CCCC1,0.0%

# (continued)
SMILES,RNase H inhibition
CC(c1ccccc1)N1C(=O)c2ccc(Br)cc2C1=O (stereo not drawn),3.0%
O=C(Nc1nnc(Cc2cccc(Br)c2)s1)Nc1ccccc1F,16.0%
Clc1ccc(Cl)c(OCCCCN2CCCCC2)c1,7.0%
CCOc1ccc2c(c1)C(C)=CC(C)(C)N2C(=O)CN1C(=O)CCC1=O,8.0%
CC(N=CC1=C(O)CC(C)(C)CC1=O)C12CC3CC(CC(C3)C1)C2 (stereo not drawn),2.0%
COc1ccc(CCNc2c(Cc3ccccc3)c(C)c(C#N)c3nc4ccccc4n23)cc1OC,12.0%
Cc1ccc(C)c(NC(=O)c2cc(-c3ccccc3)nc3ccccc23)c1,4.0%
Cc1ccc(-n2[nH]c(C)c(C=Nc3ccc(N(C)C)cc3)c2=O)cc1C,16.0%
O=C(Nc1ccc([N+](=O)[O-])cc1O)C1CC1(c1ccccc1)c1ccccc1 (stereo not drawn),26.0%
CC1=C(C(=O)OC2CCCCC2)C(c2cccc(Cl)c2)C2=C(CC(c3ccccc3)CC2=O)N1 (stereo not drawn),22.0%

# Compounds shown so far that contain an aryl thioether with sulfur outside any ring:
SMILES,RNase H inhibition
Cc1ccc(CSCCNC(=O)CSc2ccc(C)cc2)cc1,38.0%
C(=C\c1ccccc1)/CSc1nnc(-c2ccncc2)n1-c1ccccc1,5.0%
COc1ccc(CNC(=O)CSc2nc3ccccc3[nH]2)cc1,3.0%

# The list continues:
SMILES,RNase H inhibition
O=C1CC(N(O)c2ccccc2)C(=O)N1c1ccc(N2CCOCC2)cc1 (stereo not drawn),6.0%
CCN(CC)c1ccc(/C=C2/C(=N)N3N=C(c4ccccc4)SC3=NC2=O)cc1,18.0%
Cc1cc(C)cc(-n2c(C)cc(/C=N/NC(=O)c3ccncc3)c2C)c1,8.0%
COc1cc(/C=N/N2C(=O)C3C4C=CC(C4)C3C2=O)cc(I)c1OC (stereo not drawn),0.0%
O=c1c(C=NCc2ccco2)c(-c2ccccc2)[nH]n1-c1nc2ccccc2s1,11.0%
O=C(CCC(=O)OCCCC(F)(F)C(F)(F)F)Nc1nc2ccccc2s1,13.0%
O=C(/C=C/c1cccc([N+](=O)[O-])c1)Nc1ccc2oc(-c3ccccc3Cl)nc2c1,7.0%
Cc1cc(Cl)ccc1NC(=O)c1ccc(Cl)c(Cl)c1,9.0%
CC1(C)CC(=O)C2=C(C1)N=C1c3ccccc3C(=O)C1C2c1cccs1 (stereo not drawn),22.0%
CCCC(=O)Nc1nnc(Cc2nnc(NC(=O)CCC)s2)s1,3.0%

# (next part)
SMILES,RNase H inhibition
CCc1c(C)sc(NC(=O)C2C3C=CC(C3)C2C(=O)O)c1C(=O)OC(C)C (stereo not drawn),0.0%
COc1ccccc1C(=O)N1CCN(Cc2cccnc2)CC1,4.0%
O=C(O)CN1C(=O)/C(=C\c2cccc([N+](=O)[O-])c2O)SC1=S,18.0%
Cc1ccc(C(=O)NCC(=O)OCC(=O)c2ccc([N+](=O)[O-])cc2)cc1,4.0%
COc1ccc(C(=O)Nc2ccncc2)cc1[N+](=O)[O-],0.0%
CCCCCCCCC(=O)N/N=C/c1ccsc1C,22.0%
O=C(O)CSc1nnc(-c2ccc(Cl)cc2Cl)n1-c1ccccc1,38.0%
CCOC(=O)C1=C(O)CSC1=Nc1ccc([N+](=O)[O-])cc1,2.0%
CCOC(=O)c1ccc(-n2c(C)cc(/C=N/n3cnnc3)c2C)cc1,1.0%
COc1ccccc1C=C1C(=O)N(C)C(=O)N(C)C1=O,7.0%

# Other entries:
SMILES,RNase H inhibition
Cc1ccc(S(=O)(=O)c2nc(-c3ccccc3)oc2SCc2ccccc2)cc1,9.0%
Cc1cc(Br)ccc1N1C(=O)c2ccc(S(=O)(=O)c3ccc(C(=O)O)cc3)cc2C1=O,11.0%
O=C(CN(c1ccc([N+](=O)[O-])cc1)S(=O)(=O)c1ccccc1)Nc1ccc2ccccc2c1,4.0%
CC/C(C)=N/N=C1\NC(=O)C(CC(=O)O)S1 (stereo not drawn),7.0%
O=C(NC(=S)Nc1cccc(NC(=O)c2ccccc2)c1)c1ccc(F)cc1,12.0%
COc1ccccc1/C=C1\SC(=S)N(NC(=O)Cc2ccccc2)C1=O,4.0%
COC(=O)c1ccc(C(=O)OC)c(NC(=O)COc2cc(C)ccc2C(C)C)c1,14.0%
Cc1ccccc1C(=O)NN1CCOCC1,9.0%
Cc1cccc(C(=O)Nc2sc3c(c2C(=O)N2CCCCC2)CCCCC3)c1,18.0%
CCOc1ccc(C(=O)Nc2cccc(-c3nc4ccccc4[nH]3)c2)cc1Cl,7.0%

# Next section.
SMILES,RNase H inhibition
COc1ccc(N=C(c2cc([N+](=O)[O-])cc([N+](=O)[O-])c2)n2ccnc2)cc1,0.0%
CCOc1ccc(C(=O)Cc2cc(OC)c(OC)cc2Br)cc1,7.0%
CCCCCCOc1ccc(Nc2c([N+](=O)[O-])cc(C(F)(F)F)cc2[N+](=O)[O-])cc1,20.0%
CCN(CC)c1ccc(/C=C2\C(=O)NC(=O)N(c3ccc(C)cc3)C2=O)o1,15.0%
CCOc1cccc(NC(=O)Nc2cccc(C(F)(F)F)c2)c1,20.0%
NC1=NC(=O)/C(=C/c2ccc(-c3ccc([N+](=O)[O-])cc3Br)o2)S1,8.0%
CC(C)CC(NC(=O)/C(=C\c1ccc(Cl)cc1)NC(=O)c1ccco1)C(=O)OCc1ccccc1 (stereo not drawn),11.0%
O=C1N=C(c2ccccc2)S/C1=C\c1ccccc1,15.0%
COc1cccc(/C=N/N2C(=O)c3cccc4cccc(c34)C2=O)c1OC,0.0%
COc1ccc(N2CCN(c3nc(Nc4ccc(OC)c(Cl)c4)nc(OC)n3)CC2)cc1,31.0%

# New compounds follow
SMILES,RNase H inhibition
NC1=NC(=O)/C(=C/c2cc(Br)ccc2OCc2ccccc2Cl)S1,14.0%
Cc1oc2c(cc(O)c3ccccc32)c1C(=O)c1ccccc1,15.0%
COc1ccc(Nc2cc(C)nc3c(C)ccc(N)c23)cc1OC,15.0%
O=C(c1ccccc1)c1ccc2nc(-c3ccccc3)[nH]c2c1,12.0%
Cc1ccc(-c2nnc(NC(=O)Nc3ccc(Cl)cc3)s2)cc1,29.0%
O=C(c1ccc(F)cc1)N1CCN(c2ccccc2)CC1,5.0%
COc1ccc(N=C2NC(=O)CC(C(=O)Nc3ccc(Br)cc3)S2)cc1 (stereo not drawn),5.0%
O=C(/C=C/c1ccc(-c2ccccc2)o1)c1cccs1,11.0%
CCOC(=O)C1=C(c2ccccc2)NC(=O)NC1c1ccc(CC)cc1 (stereo not drawn),9.0%
COc1ccc(C)cc1N(CC(=O)Nc1cccnc1)S(=O)(=O)c1ccccc1,6.0%

# Next results
SMILES,RNase H inhibition
COC(=O)C1=C(C)N(C)C(C)=C(C(=O)OC)C1c1cccc(Br)c1,3.0%
O=C(c1ccc([N+](=O)[O-])cc1)N1CCN(CCCc2ccccc2)CC1,4.0%
CC(=O)C1=C(O)C(=O)N(c2ccc(Br)cn2)C1c1ccc(C)cc1 (stereo not drawn),8.0%
CC(C)(C)c1cc(C(=O)N/N=C/c2cc(Cl)ccc2O)n[nH]1,0.0%
O=C(c1ccc(F)cc1)N1CCN(Cc2ccc3c(c2)OCO3)CC1,8.0%
C/C=C/c1ccc(OCCOCCOc2ccc([N+](=O)[O-])cc2)c(OC)c1,3.0%
CCOc1ccc(NC(=O)CN(c2ccc(Oc3ccccc3)cc2)S(C)(=O)=O)cc1,5.0%
O=C(CSc1nc2ccccc2o1)Nc1cc(Cl)ccc1Cl,31.0%
CC(=O)c1ccc(N2CCN(C(=O)c3cc(F)c(F)cc3Cl)CC2)c(F)c1,7.0%
CN(C)c1ccc(NC(=O)C(=O)NCCO)cc1,0.0%

# (list continues)
SMILES,RNase H inhibition
COc1c(Cl)cc(C(=O)Nc2cc(-c3nc4cc(Cl)ccc4o3)ccc2C)cc1Cl,5.0%
CC1=C(C(=O)OCc2ccccc2)C(c2ccccc2[N+](=O)[O-])CC(=O)N1 (stereo not drawn),0.0%
O=C(NCc1cccnc1)c1ccc(Br)o1,4.0%
CC(C)(C)c1ccc(C=NN2CCN(Cc3ccccc3Cl)CC2)cc1,11.0%
COc1ccc(-c2nc(SCC(=O)c3ccc(F)cc3)n[nH]2)cc1,2.0%
CC(C)(C)OC(=O)N/N=C\c1cc(Cc2ccccc2Cl)ccc1O,18.0%
CC(C)(C)c1ccc(OCC(=O)Nc2cccc(OC(F)(F)F)c2)cc1,14.0%
O=C(Nc1cccc(-c2nc3ncccc3o2)c1)c1ccc(Cl)c([N+](=O)[O-])c1,6.0%
CCOC(=O)C(=Cc1cc(OC)c(O)c([N+](=O)[O-])c1)C(=O)OCC,5.0%
O=c1cc(-c2ccccc2)nc(NNc2ccccc2)[nH]1,5.0%
O=C(COc1ccccc1)NCCCNC(=O)COc1ccccc1,0.0%
O=C(Nc1ccccc1F)c1ccc(F)cc1,11.0%

# 2 entries from above, with each value named:
CC(C)(C)c1ccc(C=NN2CCN(Cc3ccccc3Cl)CC2)cc1
  RNase H inhibition = 11.0%
COc1ccc(-c2nc(SCC(=O)c3ccc(F)cc3)n[nH]2)cc1
  RNase H inhibition = 2.0%

# Bioassay records (PubChem)
